Compound activity from PubChem.
NALP1 yeast inh: inhibitors of NALP1 inflammasome in yeast | S. cerevisiae NALP1/ASC/caspase-1 growth, X-gal OD620, 72 h | inhibition, % at 10 µM | 280,000 tested, 0.61% active; in the data active means inhibition mostly above about 24%, no sharp cut-off; inactive means mostly below about 32%; further: some compounds called inactive have numbers as strong as hits
M18AAP inhibitor: PfM18AAP enzyme inhibition | recombinant PfM18AAP, H-Glu-NHMec fluorogenic cleavage | inhibition, % at 7.35 µM | 290,000 tested, 1.2% active;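 active means inhibition above the campaign mean inhibition over all tested compounds plus 3 SD, cut at about 28% in these data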;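 further: 0% = plate median of test compound wells and 100% = 2 mM ZnCl2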
p-CIP stab down: compounds decreasing mouse p/CIP protein stability | Q05BA5 | F442A p/CIP-EGFP cells, EGFP fluorescence, 16 h | decrease of EGFP signal, % at 10 µM | 290,000 tested, 0.01% active | AID 1984;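 active means EGFP signal decrease of at least 30% at 10 µM or well 3 SD below plate mean, unless failing retest; inactive means the rest, including hits failing retest or dose response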; further: some compounds called inactive have numbers as strong as hits; many of its hits are not listed in these tables
GPR7 antagonist: human neuropeptides B/W receptor 1 antagonism. P48145. GPR7-expressing cells, fluorescence antagonist assay. inhibition, % at 4.4 µM. 290,000 tested, 1.1% active; in the data active means inhibition above about 16%, passing the limit was not always enough;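 further: cells stimulated with the agonist NPW; 0% = agonist with vehicle and 100% = vehicle without agonist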
Target sequence (P48145 whole entry, looked up): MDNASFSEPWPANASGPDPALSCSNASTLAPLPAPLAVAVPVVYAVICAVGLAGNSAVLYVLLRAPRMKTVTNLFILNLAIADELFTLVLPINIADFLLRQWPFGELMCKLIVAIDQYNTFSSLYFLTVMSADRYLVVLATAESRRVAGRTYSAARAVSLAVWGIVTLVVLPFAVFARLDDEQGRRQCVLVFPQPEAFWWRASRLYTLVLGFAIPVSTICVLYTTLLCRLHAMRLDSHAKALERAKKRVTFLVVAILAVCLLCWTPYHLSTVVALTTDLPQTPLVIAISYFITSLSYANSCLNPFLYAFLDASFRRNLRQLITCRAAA
IDE cell activ: activators of human insulin-degrading enzyme in cells; activation, % at 5.96 µM; HEK cells, FAbeta-B cleavage, fluorescence polarization; 0% vehicle, 100% cell-free pure enzyme wells; P14735; 340,000 tested, 0.073% active;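 active means activation above the mean of all tested compounds plus 3 SD, set per screening campaign, cut at about 17% in these data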
IMP-1 inhibitor: inhibitors of Pseudomonas aeruginosa IMP-1 metallo-beta-lactamase; purified IMP-1, nitrocefin hydrolysis, epi-absorbance fluorescence; inhibition, % at 5.6 µM; 290,000 tested, 0.45% active; AID 1556;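 active means inhibition above the mean plus 3 SD of all compounds in the same screening run, cut at about 4.5% in these data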;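 further: 0% = IMP-1 with DMSO and 100% = DMSO wells lacking enzyme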
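system = purified recombinant IMP-1 beta-lactamase | amount = 0.2 nM IMP-1, as dispensed | medium = HEPES buffer pH 7.1 with ZnSO4 and Brij 35 | times = 25 °C, 15 min preincubation, 25 min reaction | detection = plate fluorescence quenching by hydrolysis product, ex 480/em 530 nm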
PHOSPHO1 block: inhibitors of human PHOSPHO1 phosphatase | 290,000 tested, 1.1% active | inhibition, % at 13.3 µM | Q8TCT1 | recombinant PHOSPHO1, absorbance phosphatase assay; in the data active means inhibition above about 60%
Target sequence (Q8TCT1 whole entry, looked up): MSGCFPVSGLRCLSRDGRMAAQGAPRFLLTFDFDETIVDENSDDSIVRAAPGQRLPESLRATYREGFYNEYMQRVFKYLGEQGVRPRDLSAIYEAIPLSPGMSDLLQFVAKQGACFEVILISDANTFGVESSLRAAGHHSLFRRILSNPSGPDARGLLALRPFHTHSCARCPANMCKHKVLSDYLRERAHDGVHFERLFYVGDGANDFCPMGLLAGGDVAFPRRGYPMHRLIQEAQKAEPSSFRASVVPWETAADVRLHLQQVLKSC
VIM-2 inh: inhibitors of Pseudomonas aeruginosa VIM-2 metallo-beta-lactamase; purified VIM-2, nitrocefin hydrolysis, epi-absorbance fluorescence; inhibition, % at 5.6 µM; 290,000 tested, 0.89% active;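 active means inhibition above the mean of all tested compounds plus 3 SD, cutoff set per screening run, cut at about 7.5% in these data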;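 further: red hydrolysis product quenches plate fluorescence so inhibitors raise well fluorescence; 0% = enzyme with DMSO and 100% = DMSO without enzyme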
IDE inh: cellular human IDE inhibition; P14735; HEK cells, FAbetaB cleavage, fluorescence polarization; inhibition, % at 5.59 µM; 320,000 tested, 0.41% active; AID 434962;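 active means percent inhibition above the average of all tested compounds plus 3 SD, set per screening campaign, cut at about 16% in these data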;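 further: IDE supplied by intact live HEK cells; FP after avidin binding of uncleaved biotin substrate so inhibition keeps polarization high; 0% = DMSO wells and 100% = 60 µM reference IDE inhibitor Ii1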
Active calls of the source: *; · = not tested or not shown. Hits appear at their usual frequency; about 5.3% have a hit in one of these screens.

SMILES	NALP1 yeast inh	M18AAP inhibitor	p-CIP stab down	GPR7 antagonist	IDE cell activ	IMP-1 inhibitor	PHOSPHO1 block	VIM-2 inh	IDE inh
COc1ccc(N2CCN(C(=O)CN(Cc3ccc(Cl)cc3)S(C)(=O)=O)CC2)cc1	13	-8	-8	7	10	1.4	-3	-1.1	5
Cc1c(NS(=O)(=O)c2cc(Br)cc3c2N(C(=O)C2CC2)CC3)c(=O)n(-c2ccccc2)n1C	3	-13	13	-9	2	-0.6	2	-1.2	0
CCC(=O)NCc1cc(-c2nn(C)c(=O)c3ccccc23)ccc1OC	14	-3	-5	2	1	-3.3	-8	1.8	0
COc1ccc(/C=N/OC/C(O)=C(\C#N)c2nc3ccccc3[nH]2)cc1	16	-12	-2	-16	2	-1.8	16	-1.3	0
Cn1c(=O)c2c(nc(Br)n2Cc2nnc(N)s2)n(C)c1=O	·	3	2	-8	2	-1.3	-25	-1.4	1
O=C(Nc1ccc2nsnc2c1)N1CCCCCC1	-6	6	-6	9	-2	3.9	-3	-4.1	4
O=C(CSc1ccc2ccccc2n1)N1CCC(c2noc3ccc(F)cc23)CC1	6	0	1	-5	3	-0.9	6	-0.9	0
C/C(=N\NC(=O)c1c(C)nc2ccccn12)c1cccc([N+](=O)[O-])c1	-17	2	-4	-1	-4	-3.2	7	-2.9	3
N#Cc1ccc(-c2ccc(OCC(=O)NCCCN3CCCC3=O)cc2)cc1	21	-6	10	-9	9	-2.0	36	0.8	3
CCCCC(Sc1nc(C)c(Cc2ccccc2)c(=O)[nH]1)C(=O)O (stereo unspecified)	20	-3	2	-7	5	2.7	30	1.2	0
CSc1nc2c(C)c(C)c(C)c(C)c2[nH]1	-9	-2	-4	11	3	1.8	25	3.1	0
COc1ccc(C(=O)N2CCCCCC2)cc1OC1CCN(C(C)=O)CC1	-70	0	-3	-13	1	-3.5	31	-2.4	7
Cc1cc2c(Nc3ccc(C(=O)O)cc3)ncnc2s1	14	-7	-5	6	8	-1.1	14	-0.6	-7
COc1cc2c(C(=O)NCc3ccc(C)o3)cn(CC(C)C)c(=O)c2cc1OC	-4	-1	-16	-3	8	-2.5	45	-3.6	6
O=C(O)c1ccccc1/C=N/n1c(C2CCCCC2)n[nH]c1=S	-6	12	-12	3	-1	-2.1	-111	15*	-4
CCCc1cc(=O)[nH]c(SCC(=O)NC(=O)OCC)n1	-47	13	10	-7	7	-6.2	-19	-0.2	-1
S=C(NCc1ccco1)Nc1ccc(Oc2ccccc2)cc1	21	-10	1	-1	-2	-1.6	13	-0.3	-2
O=C1N/C(=N\N=C\c2cccs2)SC1Cc1ccc(Cl)c(Cl)c1 (stereo unspecified)	8	1	16	-5	2	-2.5	-3	-3.1	3
CCC1CCCCN1C(=O)CCNS(=O)(=O)c1ccc2c(c1)oc(=O)n2C (stereo unspecified)	15	-2	-21	-5	6	1.0	-14	0.1	0
Cc1cc(C)n(-c2ccc(C(=O)Nc3cccnc3Cl)cc2)n1	10	-10	2	-4	2	-1.5	8	0.1	10
Nc1nc(Cl)cc(-c2ccccc2)n1	2	-2	-3	20	·	0.2	20	0.1	-3
Cc1cc(Br)ccc1NC(=O)CSc1nnc(CN2CCOCC2)n1C	7	-18	-27	-7	-13	-2.8	35	-1.4	6
CCc1nnc(NC(=O)CSc2nc(-c3ccccc3)nc3ccccc23)s1	12	1	4	-2	-1	-0.8	-17	-3.1	1
Cc1ccccc1N(C(=O)CNC(=O)c1ccco1)C(C(=O)NC1CCCCC1)c1cccnc1 (stereo unspecified)	-5	5	-8	-7	-5	-1.0	41	-2.2	5
CC1(C)C(C=C(Cl)Cl)C1C(=O)N(Cc1cccc(Cl)c1)C1CCS(=O)(=O)C1 (stereo unspecified)	28	-3	-12	10	1	-0.8	11	-2.2	1
CCCCC(CCC(=O)O)(C(=O)OCC)c1csc(Nc2ccc(OCC)cc2)n1 (stereo unspecified)	18	-24	-13	-8	3	-2.6	20	3.7	-5
Nc1c([N+](=O)[O-])c(=O)oc2ccccc12	-18	2	-15	-17	-1	-3.1	-10	-3.6	2
Cc1cccc(NC(=S)NC(C)(C)CC(C)(C)C)c1	26	-10	-3	-16	8	0.2	-38	0.6	-2
COc1cccc(NC(=O)N2CCCC2C(=O)Nc2ccc3c(c2)OCO3)c1 (stereo unspecified)	1	-3	0	-4	1	-2.2	-17	0.6	-1
NC(=O)NC(=O)CSc1nc(C2CCCCC2)n(-c2ccccc2)n1	18	-8	10	-11	6	-2.7	3	-0.8	0
Cc1cccc(N2CCN(C(=O)Cn3ccc4ccccc4c3=O)CC2)c1C	·	4	-6	3	-3	-2.6	0	-3.1	11
CCOC(=O)/C(=N/Nc1ccccc1)N1CCCc2ccccc21	-10	7	-40	-1	4	-1.0	11	-0.1	-1
COc1cc(/C=C2\SC(=O)N(c3ccc(Cl)cc3)C2=O)cc([N+](=O)[O-])c1O	4	1	-9	-12	7	1.6	24	-3.8	·
CC(C)(C)n1ncc2c(=O)n(Cc3ccc(Cl)c(Cl)c3)cnc21	-2	-3	4	0	0	0.3	-8	-2.3	1
CCCCc1ccc(NC(=O)CC(C)(C)C)cc1	33	0	-4	3	4	-2.5	6	-1.7	10
O=C(Nc1ccccc1C(=O)Nc1ccccc1C(=O)NCc1ccco1)c1ccco1	2	4	-1	-17	4	-1.4	20	-1.0	0
Cc1cc(NC(=O)c2cc(-c3cccnc3)nc3c(C)c(C)ccc23)no1	4	-3	-5	-5	3	-3.3	4	1.0	0
O=c1[nH]c2ccccc2nc1/C=C(\O)c1cccs1	6	-5	-82	-7	-45	0.0	28	2.0	47*
CC(C)(C)C(=O)COc1ccccc1[N+](=O)[O-]	-9	-3	-12	-14	3	-1.7	29	-0.2	5
C/C(CC(=O)Nc1cccc(F)c1)=N\NC(=O)c1ccncc1	18	-1	2	22	0	-0.7	-8	-5.3	0

Looked up above.
For M18AAP inhibitor, O=C(O)c1ccccc1/C=N/n1c(C2CCCCC2)n[nH]c1=S has the entry 12
For IDE inh, O=C(CSc1ccc2ccccc2n1)N1CCC(c2noc3ccc(F)cc23)CC1 has the entry 0

Part of the list above in order of length of the SMILES, descending.
SMILES	NALP1 yeast inh	M18AAP inhibitor	p-CIP stab down	GPR7 antagonist	IDE cell activ	IMP-1 inhibitor	PHOSPHO1 block	VIM-2 inh	IDE inh
Cc1cc(C)n(-c2ccc(C(=O)Nc3cccnc3Cl)cc2)n1	10	-10	2	-4	2	-1.5	8	0.1	10
CCCc1cc(=O)[nH]c(SCC(=O)NC(=O)OCC)n1	-47	13	10	-7	7	-6.2	-19	-0.2	-1
Nc1c([N+](=O)[O-])c(=O)oc2ccccc12	-18	2	-15	-17	-1	-3.1	-10	-3.6	2

The results go on.
SMILES	NALP1 yeast inh	M18AAP inhibitor	p-CIP stab down	GPR7 antagonist	IDE cell activ	IMP-1 inhibitor	PHOSPHO1 block	VIM-2 inh	IDE inh
Cc1csc(NC(=O)CSc2nsc(SCC(=O)Nc3nc(C)cs3)c2C#N)n1	9	22	4	11	-5	-3.0	34	-0.3	-6
COc1cccc(CC(=O)NCCCSc2ccccc2)c1	2	2	-5	-4	-1	-2.5	34	0.1	-1
COc1ccccc1OCCn1c(SCC(=O)O)nc2ccccc21	-10	9	-1	-10	7	-2.1	·	-3.0	-2
Cc1ccc(C2C(C(=O)c3ccco3)=C(O)C(=O)N2c2nnc(C)s2)cc1 (stereo unspecified)	8	2	-7	4	-3	1.4	-27	0.8	2
CC(=O)c1ccc(NC(=O)C(C)Sc2n[nH]c(-c3cccnc3)n2)cc1 (stereo unspecified)	15	0	-13	-9	1	-2.1	-13	-0.2	3
Cc1ccc(SCC(=O)Nc2ccc(-c3nnc(-c4ccco4)o3)cc2)cc1	0	0	0	-8	0	-1.2	-30	-0.1	4
Cc1nc2ccc(NC(=O)c3ccc(=O)[nH]c3)cc2s1	14	-2	-18	17	0	-0.8	2	-0.3	-2
Cc1ccc(S(=O)(=O)N2CCN(c3nc(C)nc4sc(C)c(C)c34)CC2)cc1	24	-2	-1	14*	·	-1.4	10	-3.5	·
COc1cccc(C(=O)NCC(=O)OCC(=O)c2ccccc2)c1	29	-14	-3	-4	1	-1.7	-2	-3.2	2
COc1ccc(C(=O)Nc2ccc(OCC(=O)N3CCOCC3)cc2)c(OC)c1OC	5	2	-15	-4	-5	-2.0	38	-2.9	5
COc1cc(NC(=O)CCCOc2ccc(Cl)cc2Cl)c(C(=O)O)cc1OC	·	-3	-3	-20	0	-3.3	36	-2.1	-1
COc1cccc(-c2nc(CS(=O)(=O)CC(=O)NC3CCCc4ccccc43)c(C)o2)c1 (stereo unspecified)	-32	-2	-12	-12	5	-4.0	10	-3.0	-1
CC1(C)C(Cl)C(=O)C(C(=O)c2ccccc2)C(=O)C1Cl (stereo unspecified)	22	1	4	10	4	1.0	41	-0.5	1
CC1CN(C2CC(C)(C)NC(C)(C)C2)CCC1=O (stereo unspecified)	8	-4	-10	-9	3	-2.6	13	-3.6	4
CN1CCN(C(=S)NC(CC(=O)c2ccccc2)c2ccccc2)CC1 (stereo unspecified)	22	-8	-22	-8	0	-2.8	21	-0.6	-5
CCOc1cc(-c2nc(-c3ccc(OC)cc3)no2)cc(OCC)c1OCC	5	2	7	3	-3	-8.3	-13	-3.1	1
Cc1ccccc1N=C1NC(=O)C(CO)(CO)S1	13	-1	-1	-15	3	-1.6	14	-1.4	·
O=C(O)c1sccc1Oc1ccc(NS(=O)(=O)c2ccc(Cl)cc2)cc1	3	4	-8	-11	-6	-0.7	36	4.4	-2
O=C(C1CCC(CNc2c(N3CCOCC3)c(=O)c2=O)CC1)N1CCN(c2ccccc2)CC1 (stereo unspecified)	21	8	-7	6	0	-0.6	-9	2.6	-2
Cc1ccc(OCCNC(=O)/C=C/c2ccccc2)cc1	33	-3	-11	-9	1	-0.6	-3	0.1	3
C=CCN(c1ccc(Cl)cc1)S(=O)(=O)c1cccc(C(=O)O)c1	-6	0	5	-8	1	-1.5	-4	-1.9	-3
CCOC(=O)Cc1csc(SCn2nnc3ccccc3c2=O)n1	30	-4	-3	4	-6	-0.3	39	-1.4	3
COc1ccccc1OCCn1c(=O)sc2ccccc21	18	2	-3	3	6	-2.5	-24	-0.5	1
Cc1cc(C)n(C(=O)c2cc([N+](=O)[O-])cc([N+](=O)[O-])c2)n1	22	-7	-2	-5	2	-3.5	32	-1.9	-1
COc1ccc(Nc2nc(-c3ccccc3)nc3ccccc23)cc1S(=O)(=O)N1CCOCC1	·	2	-6	-13	-8	-3.3	43	0.0	-1
COc1ccc(N2C(=O)CCC(C(=O)O)C2c2ccc(F)cc2)cc1 (stereo unspecified)	21	-13	-7	1	4	-2.8	26	-2.7	2
CCN(C(=O)CN1CCN(c2cccc(Cl)c2)CC1)c1c(N)n(Cc2ccccc2)c(=O)[nH]c1=O	11	-1	-2	-4	-4	-3.9	28	-2.5	4
Cc1[nH]c(C)c(S(=O)(=O)NCCc2ccccc2)c1C(=O)N1CCCC1	23	-4	-7	17	0	0.9	18	0.0	3
O=C(c1cccnc1)N1CCN(C(=O)c2ccco2)CC1	5	1	0	0	3	-0.3	2	-1.1	-2
CC(=O)N1CCc2cc(S(=O)(=O)NC(CC(C)C)C(=O)N3CCc4ccccc4C3)ccc21 (stereo unspecified)	-15	5	2	-10	-2	0.1	-2	-1.1	-1
CN(C)/N=C/c1c(O)ccc2ccccc12	-15	-5	-10	-9	-3	-1.8	12	-3.6	5
Nc1ccn(Cc2cccc(F)c2)n1	-3	9	-11	-3	-3	-3.2	37	-5.5	4
CCOC(=O)c1ccc(CSc2n[nH]c(C)n2)o1	-22	-10	-14	-15	3	-4.6	36	-2.2	0
